Screening results deposited in PubChem by The Scripps Research Institute Molecular Screening Center.
PAFAH1B2 inh: PAFAH1B2 (human) inhibition | AID 492953 | recombinant PAFAH1B2, FP-rhodamine activity probe, fluorescence polarization | hit rate 1.2% among 340,000 | inhibition, % at 3.39 µM | P68402;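 active means inhibition above the mean of all tested compounds plus 3 SD, cut at about 24% in these data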;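 further: 0% = enzyme with DMSO and 100% = wells lacking PAFAH1B2; many of its hits are not listed in these tables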
Target sequence (P68402 whole entry, looked up): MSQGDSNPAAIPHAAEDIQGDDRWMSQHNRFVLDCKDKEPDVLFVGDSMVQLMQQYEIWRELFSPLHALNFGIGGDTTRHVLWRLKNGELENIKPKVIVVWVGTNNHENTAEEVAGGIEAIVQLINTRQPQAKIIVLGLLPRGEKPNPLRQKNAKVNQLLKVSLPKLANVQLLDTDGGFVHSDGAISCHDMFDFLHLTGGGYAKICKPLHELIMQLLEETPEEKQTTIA
PAFAH1B3 inh: PAFAH1B3 (human) inhibition | AID 492972 | Q15102 | inhibition, % at 3.39 µM | hit rate 0.28% among 340,000 | recombinant PAFAH1B3, FP-rhodamine probe, fluorescence polarization;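 active means inhibition above the screen-wide average of all tested compounds plus 3 SD, cut at about 25% in these data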;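 further: 0% = enzyme with DMSO only and 100% = wells lacking PAFAH1B3 protein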
LYPLA2 inh: blocks human lysophospholipase 2, a PME1 counter-screen | O95372 | recombinant LYPLA2, FP-Rh probe fluorescence polarization | inhibition, % at 5.9 µM | hit rate 0.38% among 320,000;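 active means inhibition above the screen-wide mean plus 3 SD, limit set per campaign, cut at about 26% in these data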;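 further: 0% = LYPLA2 with DMSO and 100% = wells lacking LYPLA2 enzyme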
PREPL inhibitor: inhibitors of human prolyl oligopeptidase-like enzyme PREPL; Q4J6C6; recombinant PREPL, fluorescence polarization activity-based probe; inhibition, % at 5.96 µM; hit rate 0.68% among 320,000; AID 2751; in the data active means inhibition above about 43%;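 further: 0% = enzyme with DMSO and 100% = wells lacking enzyme; many of its hits are not listed in these tables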
Target sequence (Q4J6C6 whole entry, looked up): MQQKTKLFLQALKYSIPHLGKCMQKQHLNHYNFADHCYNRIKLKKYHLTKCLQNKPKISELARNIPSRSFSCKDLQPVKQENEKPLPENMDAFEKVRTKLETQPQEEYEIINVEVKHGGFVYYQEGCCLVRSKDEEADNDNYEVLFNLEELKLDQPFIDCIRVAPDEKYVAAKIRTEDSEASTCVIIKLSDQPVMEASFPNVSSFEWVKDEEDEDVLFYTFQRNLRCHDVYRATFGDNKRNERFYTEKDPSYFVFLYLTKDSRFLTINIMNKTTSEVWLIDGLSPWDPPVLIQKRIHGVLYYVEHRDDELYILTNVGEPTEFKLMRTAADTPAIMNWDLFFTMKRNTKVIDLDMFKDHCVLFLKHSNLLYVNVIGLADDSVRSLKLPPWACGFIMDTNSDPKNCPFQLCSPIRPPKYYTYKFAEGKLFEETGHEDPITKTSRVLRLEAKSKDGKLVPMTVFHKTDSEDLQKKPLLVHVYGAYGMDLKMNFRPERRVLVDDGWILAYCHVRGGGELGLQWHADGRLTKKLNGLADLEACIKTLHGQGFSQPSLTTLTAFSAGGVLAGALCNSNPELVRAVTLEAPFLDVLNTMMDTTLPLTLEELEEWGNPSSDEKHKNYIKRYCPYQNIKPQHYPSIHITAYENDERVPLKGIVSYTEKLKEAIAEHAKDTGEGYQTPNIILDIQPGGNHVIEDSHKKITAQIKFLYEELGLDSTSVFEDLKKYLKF
pPAFAH FP inh: inhibitors of human plasma PAF acetylhydrolase (pPAFAH); Q13093; recombinant pPAFAH, FP-rhodamine probe fluorescence polarization; inhibition, % at 3.39 µM; hit rate 1.5% among 330,000; AID 463082;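 active means inhibition above the mean inhibition across the screen plus 3 SD, cut at about 25% in these data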;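 further: inhibitors block binding of the rhodamine activity-based probe so polarization drops; 0% = enzyme with DMSO and 100% = wells lacking pPAFAH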
PAFAH2 FP inh: inhibitors of human PAFAH2. Q99487. recombinant PAFAH2, FP-rhodamine activity probe, fluorescence polarization. inhibition, % at 3.39 µM. hit rate 0.99% among 340,000;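 active means inhibition above the mean over all tested compounds plus 3 SD, cut at about 30% in these data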;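 further: inhibitors block probe labeling of enzyme so polarization drops; 0% = enzyme with DMSO and 100% = wells lacking PAFAH2 protein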
LYPLA1 inh: counter-screen for PME1 inhibitors: inhibitors of human LYPLA1; O75608; recombinant LYPLA1, FP-Rh probe fluorescence polarization; inhibition, % at 5.9 µM; hit rate 0.16% among 320,000; AID 2174;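 active means inhibition above the mean of all tested compounds plus 3 SD, set per campaign, cut at about 14% in these data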;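 further: inhibitors block serine hydrolase probe labeling of LYPLA1 so polarization falls; 0% = enzyme with DMSO and 100% = wells lacking LYPLA1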
ZTA DNA inh: ZTA (EBV) inhibition in EBNA-1 counter-screen | ZTA-DNA binding, fluorescence polarization | inhibition, % at 11 µM | hit rate 0.15% among 320,000; in the data active means inhibition above about 33%
EBNA-1 inh: blocks EBNA-1 binding to DNA | EBNA-1 DNA binding, fluorescence polarization | inhibition, % at 14.8 µM | hit rate 0.34% among 300,000 | AID 1950; in the data active means inhibition above about 28%
* marks the source's active call; other numbers are inactive results; · = not tested or not shown; & = joins results of further samples.

SMILES	PAFAH1B2 inh	PAFAH1B3 inh	LYPLA2 inh	PREPL inhibitor	pPAFAH FP inh	PAFAH2 FP inh	LYPLA1 inh	ZTA DNA inh	EBNA-1 inh
CCCCCCCC(=O)N1c2ccccc2NC(=O)C1CC(=O)Nc1ccc(C(=O)O)cc1 (centres undefined)	3.3	-2.8	-0.1	-64.3	0.2	7.2	3.1	8.3	-0.8
COc1cccc(-c2nc3n(n2)C(c2cccs2)C(C(=O)Nc2cccnc2)=C(C)N3)c1 (centres undefined)	-0.8	8.6	-4.5	4.2	-5.4	4.5	-1.5	0.2	-10.5
CCCCCC(=O)N1CCN(CCN=CC2=C(O)CC(c3ccc(OC)cc3)CC2=O)CC1 (centres undefined)	-0.6&-3.8	-6.2&-7.9	11.0	19.1	3.0	-1.1&-7.2	1.0	9.2	-1.2
O=C1C=C(c2cc(C(F)(F)F)cc(C(F)(F)F)c2)C[C@@H](c2ccc3c(c2)OCO3)C1	5.8	3.9	-4.6	16.6	5.3	2.2	-4.0	-13.6	·
CCc1nc(NCc2ccc3c(c2)OCO3)c2oc3ccccc3c2n1	-0.3	2.1	-4.7	7.7	9.9	-3.3	-4.0	4.3	5.0
N#Cc1cccc(C(=O)OCC(=O)N2CCCc3ccccc32)c1	6.5	1.1	0.5	14.1	-0.2	4.5	0.7	-24.8	-1.8
COc1ccc(NC(=O)c2ccc(S(=O)(=O)NCc3cccnc3)cc2)cc1	6.4	2.5	4.0	-11.6	0.4	0.4	3.7	-17.6	-7.5
Cc1csc(SCCn2c(N3CCOCC3)nc3c2c(=O)[nH]c(=O)n3C)n1	-2.9	4.5	-5.4	4.3	3.2	-0.2	-1.2	-6.7	3.0
CC(=O)Nc1ccc(S(=O)(=O)N2CCN=C2SCc2ccc(F)cc2)cc1	5.7	-1.8	6.4	6.1	4.6	-5.2	-1.3	-6.7	-11.7
CCC(=O)Nc1ccc2c(c1)nc(CCN1CCN(C)CC1)n2C	-2.3	-8.6	2.3	9.4	2.5	-10.9	1.9	0.3	-4.7
NNC(=O)COc1ccc(-c2n[nH]c(C(F)(F)F)c2-c2ccc(Br)cc2)c(O)c1	3.9	-3.9	-20.8	12.6	18.1	-15.7	-29.1	20.5	1.2
CCOC(=O)c1[nH]ncc1CN1CCCC(C(=O)c2ccc(OC)c(OC)c2)C1 (centres undefined)	1.0	10.0	-0.5	1.0	1.2	-7.0	-0.5	-4.8	6.2
CNc1ccccc1C(C)(C)c1cc(-c2ccc(F)cc2)no1	8.3	-2.5	2.4	-19.3	3.5	6.5	-1.4	-5.3	0.2
O=C(COC(=O)c1cccs1)Nc1cccc(S(=O)(=O)NC2=NCCCCC2)c1	4.7	7.5	-7.7	25.9	4.1	48.4*	-0.2	1.1	-8.3
Cc1ccc[n+](CC(=O)/C=C2\N(C)c3ccccc3C2(C)C)c1	3.3	1.0	-1.3	-17.8	2.4	2.8	-2.1	3.5	17.1
Cc1ccc(S(=O)(=O)NCC(=O)NNC(=O)c2ccc(Br)cc2)cc1C	2.8	-0.2	·	1.9	-3.0	-3.1	·	·	·
O=C(NCc1ccccc1)[C@H]1C[C@@H]1[C@H](NP(=O)(c1ccccc1)c1ccccc1)c1ccccc1	0.6	0.5	-5.1	18.9	6.8	8.8	-4.3	-1.7	-4.9
CN(C)c1ccc(/C=c2/sc3n(c2=O)NC2(c4ccccc4)N(C)C(=O)N(C)C2(c2ccccc2)N=3)cc1 (centres undefined)	·	·	2.5	4.8	-3.0	·	-3.3	-19.5	0.8
C=CCN1C(=O)c2ccc(C(=O)NCC(c3ccccc3)N(C)C)cc2C1=O (centres undefined)	7.0	-9.7	3.9	-5.7	0.3	-0.2	0.8	9.3	-4.6
Cc1cccc(C)c1NC(=O)NN=C1CCCCC1	9.3	8.5	-1.4	4.8	3.7	-7.8	-0.7	-9.2	-1.1
O=C(NNC(=O)C1CC1c1ccccc1)c1cccc([N+](=O)[O-])c1 (centres undefined)	12.3	-1.6	0.7	-8.4	-0.7	5.0	-3.5	-1.0	9.3
COc1ccc(NC(=O)c2cccc(S(=O)(=O)N3CCN(C)CC3)c2)c(OC)c1	12.1	7.0	0.6	35.8	4.6	1.6	2.2	-7.7	-8.1
O=C(COC(=O)c1cccc(Br)c1)Nc1ccc2[nH]c(=O)[nH]c2c1	-8.5	1.9	-15.6	3.5	-4.5	-15.0	-5.7	17.4	17.6
CCOC(=O)/C=C/[C@H]1CCc2cccc(C)c2O1	5.0	7.9	2.8	8.5	-2.6	18.5	-3.1	-7.7	·
COC(=O)c1cc(S(=O)(=O)NCC2CCN(Cc3ccc(F)cc3)CC2)cn1C	1.8	2.7	1.5	6.8	1.2	-2.4	1.0	15.0	3.7
O=C(NC1CCS(=O)(=O)C1)C1C2CC3CC(C2)CC1C3 (centres undefined)	10.0	11.1	11.3	21.6	-4.8	3.5	6.1	-12.5	7.3
Cc1ccc(C)c(NC(=O)CN(C)C(=O)c2ccccc2Cc2ccccc2)c1	4.9	6.2	0.1	27.0	-3.0	2.5	-1.4	-8.5	2.9
COc1ccccc1C1/C(=C(/O)c2ccc(C)cc2)C(=O)C(=O)N1CC(C)O (centres undefined)	2.8	4.1	-11.0	-0.9	-1.9	1.1	0.7	-0.8	-2.7
COc1ccc(N2CCN(C(=O)COC(=O)c3ccc(Cl)nc3)CC2)cc1	-1.6	13.4	9.7	19.4	3.2	-5.3	0.4	-20.3	·
Cc1ccccc1C(=O)NC(=S)NCC1CCCO1 (centres undefined)	2.1	0.5	-3.4	7.3	-2.6	-2.3	0.4	-6.3	-17.5
CCOc1cc(C(=O)OCc2ccc([N+](=O)[O-])cc2)ccc1OCC(=O)N1CCOCC1	-4.8	-3.9	7.6	18.6	10.3	17.2	2.7	4.5	7.2
CCOC(=O)c1c(N)sc(C(=O)OC)c1C	4.5	3.2	5.0	17.1	5.2	0.0	0.1	-12.2	-4.8
O=C(CSc1nnc(COc2ccccc2)n1-c1ccccc1)c1ccccc1	5.0	3.4	2.2	4.4	0.6	7.8	-0.7	-14.1	1.9
COc1ccc2nc(N3CCCC3)c(C#N)cc2c1	2.2	12.1	0.4	15.5	12.8	7.2	-2.7	-15.3	-1.4
O=C(c1ccco1)N1CCN(Cc2nc(-c3cccs3)no2)CC1	3.8	1.6	-0.2	6.8	-4.6	7.0	-1.8	0.7	-6.2
COc1ccc(C(=O)N2CCCC(c3nc(-c4cccs4)no3)C2)cc1OC (centres undefined)	5.4	1.1	0.4	20.6	5.1	-1.4	-1.2	-7.7	-3.6
COc1cccc(Nc2c3c(nc4c(-c5ccccc5)c(C)nn24)CCC3)c1	-2.8	2.5	0.0	-1.7	6.8	13.5	0.1	-8.5	11.0
COC(=O)Nc1ccc(S(=O)(=O)N2CCCCC2C(=O)NCc2ccco2)cc1 (centres undefined)	4.3	5.3	15.1	2.1	0.4	2.6	3.0	-14.6	-9.1
CCN(CC)C(=O)CSc1nc2ccccc2n1CC(=O)N1CCN(c2ccccc2OC)CC1	0.1	-1.6	0.2	3.6	4.6	-4.1	4.8	-13.5	-4.8
CCOC(=O)C(=Cc1ccc(F)cc1)C(=O)OCC	·	·	4.6	19.3	0.7	·	-0.6	-9.7	-6.6

One compound at a time, as listed above. Screens in order: PAFAH1B2 inh, PAFAH1B3 inh, LYPLA2 inh, PREPL inhibitor, pPAFAH FP inh, PAFAH2 FP inh, LYPLA1 inh, ZTA DNA inh, EBNA-1 inh
Results for `CCN(CC)C(=O)CSc1nc2ccccc2n1CC(=O)N1CCN(c2ccccc2OC)CC1` : 0.1, -1.6, 0.2, 3.6, 4.6, -4.1, 4.8, -13.5, -4.8
Results for `O=C(COC(=O)c1cccc(Br)c1)Nc1ccc2[nH]c(=O)[nH]c2c1` : -8.5, 1.9, -15.6, 3.5, -4.5, -15.0, -5.7, 17.4, 17.6

Further entries:
SMILES	PAFAH1B2 inh	PAFAH1B3 inh	LYPLA2 inh	PREPL inhibitor	pPAFAH FP inh	PAFAH2 FP inh	LYPLA1 inh	ZTA DNA inh	EBNA-1 inh
Cc1cc(NC(=S)Nc2cccnc2)ccc1Br	1.4	4.1	0.4	7.0	-0.1	-0.9	-4.1	26.2	9.5
O=C(N/C(=C\c1ccco1)C(=O)N1CCCC1CO)c1ccccc1 (centres undefined)	2.0	8.8	-7.1	12.9	2.4	2.0	-0.8	3.7	-4.3
O=C(NCCN1CCOCC1)c1c(F)c(F)c(F)c(F)c1F	5.6	4.5	0.3	3.8	1.6	-4.4	-1.5	27.5	1.9
Cc1ccc(OCc2cc(C(=O)N3CCN(C)C[C@@H]3c3ccccc3)no2)cc1C	1.3	7.6	0.1	17.1	-2.2	1.4	0.8	-3.9	-7.7
CC1CN(S(=O)(=O)c2cccc(-c3cn4ccccc4n3)c2)CC(C)O1 (centres undefined)	-2.2	4.5	5.9	21.8	3.2	-0.6	1.7	2.4	4.0
COc1ccc(NC(=O)c2ccc(NC(=O)c3nc4nccc(C)n4n3)cc2)cc1	1.8	5.1	·	16.9	1.6	0.5	·	·	·
CCOc1cccc(-c2c(C(=O)N/N=C/c3cccs3)nnn2-c2nonc2N)c1	-1.6	0.6	-6.5	13.1	4.6	-1.0	-3.4	-3.0	-10.8
O=[N+]([O-])c1cccc(/C=N/n2c(COc3ccccc3)n[nH]c2=S)c1	10.3	8.3	1.2	0.5	7.4	15.6	0.5	16.5	3.3

Entries above with two or more sulfur atoms:
SMILES	PAFAH1B2 inh	PAFAH1B3 inh	LYPLA2 inh	PREPL inhibitor	pPAFAH FP inh	PAFAH2 FP inh	LYPLA1 inh	ZTA DNA inh	EBNA-1 inh
Cc1csc(SCCn2c(N3CCOCC3)nc3c2c(=O)[nH]c(=O)n3C)n1	-2.9	4.5	-5.4	4.3	3.2	-0.2	-1.2	-6.7	3.0
CC(=O)Nc1ccc(S(=O)(=O)N2CCN=C2SCc2ccc(F)cc2)cc1	5.7	-1.8	6.4	6.1	4.6	-5.2	-1.3	-6.7	-11.7
O=C(COC(=O)c1cccs1)Nc1cccc(S(=O)(=O)NC2=NCCCCC2)c1	4.7	7.5	-7.7	25.9	4.1	48.4*	-0.2	1.1	-8.3

Part of the list above, in markdown:
| Structure | PAFAH1B2 inh | PAFAH1B3 inh | LYPLA2 inh | PREPL inhibitor | pPAFAH FP inh | PAFAH2 FP inh | LYPLA1 inh | ZTA DNA inh | EBNA-1 inh |
| --- | --- | --- | --- | --- | --- | --- | --- | --- | --- |
| O=[N+]([O-])c1cccc(/C=N/n2c(COc3ccccc3)n[nH]c2=S)c1 | 10.3 | 8.3 | 1.2 | 0.5 | 7.4 | 15.6 | 0.5 | 16.5 | 3.3 |
| CC1CN(S(=O)(=O)c2cccc(-c3cn4ccccc4n3)c2)CC(C)O1 (centres undefined) | -2.2 | 4.5 | 5.9 | 21.8 | 3.2 | -0.6 | 1.7 | 2.4 | 4.0 |

Some of the compounds tested. The share of hits here may be higher or lower than overall.
